STK33 inh: blocks human STK33 kinase activity; Q9BYT3; inhibition, % at 10 µM; hit rate 0.073% among 320,000; purified STK33, MBP phosphorylation, ADP-Glo luminescence;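 active = inhibition at or above 25%, using the most active replicate where run in duplicate; inactive = inhibition below 25%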
OX1R antag: blocks the human orexin 1 receptor | O43613 | OX1R-expressing cells, FRET antagonist read-out | inhibition, % at 6.6 µM | hit rate 1.8% among 330,000 | AID 485270; in the data active = inhibition mostly above about 38%, no sharp cut-off; inactive = mostly below about 40%;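 also: 0% = agonist challenge alone and 100% = reference antagonist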
KCNQ2 inh: KCNQ2 channel blockers in CHO-K1 cells – cell-based, FluxOR thallium flux, B-score, primary screen (AID 2156) | 20 min; stronger effect = lower value | O88943 | B-score at 10 µM | hit rate 1.1% among 310,000;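 active = fluorescence ratio B-score at most minus 3 library SDs, with starting brightness B-score within 2 library SDs, cut at about -5.5 in these data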
Target sequence (O88943 whole entry, looked up): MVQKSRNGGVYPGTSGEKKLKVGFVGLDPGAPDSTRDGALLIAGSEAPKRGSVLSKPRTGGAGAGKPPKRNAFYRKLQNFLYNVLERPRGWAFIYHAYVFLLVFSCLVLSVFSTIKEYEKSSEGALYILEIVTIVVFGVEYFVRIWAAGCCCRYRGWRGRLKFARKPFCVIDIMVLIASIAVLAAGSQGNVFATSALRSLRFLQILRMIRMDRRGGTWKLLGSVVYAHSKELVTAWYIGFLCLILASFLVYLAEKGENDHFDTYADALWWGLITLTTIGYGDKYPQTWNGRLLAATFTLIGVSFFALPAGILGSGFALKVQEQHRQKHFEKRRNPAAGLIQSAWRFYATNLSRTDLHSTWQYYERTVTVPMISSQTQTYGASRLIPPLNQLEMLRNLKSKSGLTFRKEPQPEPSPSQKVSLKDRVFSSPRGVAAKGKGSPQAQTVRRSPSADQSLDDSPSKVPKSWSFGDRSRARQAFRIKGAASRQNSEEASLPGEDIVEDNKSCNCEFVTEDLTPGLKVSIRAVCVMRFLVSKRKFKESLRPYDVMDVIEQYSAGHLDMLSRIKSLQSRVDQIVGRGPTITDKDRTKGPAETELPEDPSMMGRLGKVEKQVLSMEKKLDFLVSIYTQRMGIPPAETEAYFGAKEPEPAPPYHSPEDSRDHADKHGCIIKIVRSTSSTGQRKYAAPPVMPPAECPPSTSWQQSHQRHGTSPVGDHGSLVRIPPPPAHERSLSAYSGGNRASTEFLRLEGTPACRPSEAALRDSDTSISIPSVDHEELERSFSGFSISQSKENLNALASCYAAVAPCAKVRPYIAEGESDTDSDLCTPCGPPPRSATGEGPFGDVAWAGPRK
* hit, by the source's call.

Start of the data: the first 2 compounds as a preview:
`COCCN(C(=O)CSc1nnc(-c2cccs2)n1N)c1c(N)n(Cc2ccccc2)c(=O)[nH]c1=O` gave STK33 inh -1.8, OX1R antag 19.6 and KCNQ2 inh inactive.
`c1ccc(Sc2cnc3ccccc3n2)cc1` gave STK33 inh 1.6, OX1R antag 5.1 and KCNQ2 inh inactive.

The whole of this part, previewed entries included:
`COCCN(C(=O)CSc1nnc(-c2cccs2)n1N)c1c(N)n(Cc2ccccc2)c(=O)[nH]c1=O` gave STK33 inh -1.8, OX1R antag 19.6 and KCNQ2 inh inactive.
`c1ccc(Sc2cnc3ccccc3n2)cc1` gave STK33 inh 1.6, OX1R antag 5.1 and KCNQ2 inh inactive.
`O=C(CCN1C(=O)c2ccccc2C1=O)NCc1ccncc1` gave STK33 inh -0.1, OX1R antag 5.7 and KCNQ2 inh inactive.
Cc1ccc(C(=O)Nc2c(C)n(C)n(-c3ccccc3)c2=O)cc1S(=O)(=O)N1CCOCC1 was read as STK33 inh -1.2, OX1R antag 21.8 and KCNQ2 inh inactive.
Screening Cc1cc([N+](=O)[O-])nn1Cc1noc(C(=O)NCCc2ccccn2)n1 returned STK33 inh -3.0, OX1R antag 43.7 and KCNQ2 inh inactive.
`C=C(C)C(=O)N1CC2(CC(c3cccc(NC(=O)COc4ccc(Cl)cc4)c3)=NO2)C[C@@H]1C(N)=O` (stereo not given in full) gave STK33 inh 0.2, OX1R antag 7.6 and KCNQ2 inh inactive.
For COC(=O)c1c(NC(=O)c2ccccc2OC)sc(C(=O)N2CCOCC2)c1C the results were STK33 inh 0.0, OX1R antag 15.1 and KCNQ2 inh inactive.
For O=C(CN1C(=O)NC2(CCCC2)C1=O)Nc1nc(-c2ccc(F)c(F)c2)cs1 the results were STK33 inh -1.1 and OX1R antag -1.2.
CCOc1ccc(NC(=O)CCN2CCN(S(=O)(=O)c3ccc(F)cc3)CC2)cc1 was read as STK33 inh -1.5, OX1R antag 27.1 and KCNQ2 inh inactive.
Cc1cc(NS(=O)(=O)c2ccc(NC(=O)COc3ccccc3[N+](=O)[O-])cc2)no1 was read as STK33 inh -1.3, OX1R antag 27.6 and KCNQ2 inh inactive.
CCn1c(NCCCO)nc2c(c1=O)C(C)(CC)Cc1ccccc1-2 (stereo not given) was read as STK33 inh -4.7, OX1R antag 5.2 and KCNQ2 inh inactive.
Screening CC(C)c1ccc(NC(=O)c2ccc3c(c2)CCN3S(C)(=O)=O)cc1 returned STK33 inh -0.4, OX1R antag 6.4 and KCNQ2 inh inactive.
CCCN1C(=O)c2cc(C(=O)Nc3ccc(OC)c(OC)c3)ccc2C1Nc1ccc(OC)c(OC)c1 (stereo not given) was read as STK33 inh -0.2, OX1R antag 12.4 and KCNQ2 inh inactive.
Cc1sc(NC(=O)Cn2c(=O)oc3ccccc32)nc1-c1ccc(Cl)cc1 was read as STK33 inh -0.3, OX1R antag -3.0 and KCNQ2 inh inactive.
`CC(C)c1ccc(Oc2cccc(C(=O)/C(C#N)=C/N(C)C)c2)cc1` gave STK33 inh -0.6, OX1R antag 19.2 and KCNQ2 inh -6.2*.
For CC1CN(C(=O)/C=C/c2ccccc2Cl)CC(C)O1 (stereo not given) the results were STK33 inh -0.9, OX1R antag 38.6 and KCNQ2 inh inactive.
Screening Cc1nnc(NC(=O)NC(C)N2C(=O)C3C4C=CC(C4)C3C2=O)s1 (stereo not given) returned STK33 inh -1.0, OX1R antag -9.8 and KCNQ2 inh inactive.
For COc1ccc(C)cc1NC(=O)CNc1ccc(C(C)=O)cc1 the results were STK33 inh -2.1, OX1R antag 16.4 and KCNQ2 inh inactive.
Screening CCCCn1c(N)c(NCc2ccccc2OC)c(=O)[nH]c1=O returned STK33 inh -1.0, OX1R antag 11.7 and KCNQ2 inh inactive.
O=C(Cn1c2ccccc2c2nc3n(c(=O)c21)CCS3)Nc1ccccc1C(F)(F)F was read as STK33 inh -1.3, OX1R antag 31.5 and KCNQ2 inh inactive.
CC(C)C(NS(=O)(=O)c1cccc2nsnc12)C(=O)N1CCCCC1 (stereo not given) was read as STK33 inh -2.3, OX1R antag 28.8 and KCNQ2 inh inactive.
Screening N#CCCn1nc(-c2ccccc2)cc1Nc1ccccc1NC(=O)C(F)(F)F returned STK33 inh -1.0, OX1R antag -1.7 and KCNQ2 inh inactive.
For CCN(CC)c1ccc(S(=O)(=O)N2CCOCC2)cc1NC(=O)CNCc1ccccc1 the results were STK33 inh 7.1, OX1R antag 9.4 and KCNQ2 inh inactive.
Screening CCOc1ccccc1NC(=O)CSc1nnc(-c2ccco2)n1Cc1ccco1 returned STK33 inh -0.3, OX1R antag 14.0 and KCNQ2 inh inactive.
For CCOC(=O)C1=C(C)NC(=O)NC1/C=C\c1ccccc1 (stereo not given) the results were STK33 inh -1.7 and KCNQ2 inh inactive.
`CS(=O)(=O)N1CCC(C(=O)Nc2ccc3c(c2)OCO3)CC1` gave STK33 inh 0.0, OX1R antag 1.2 and KCNQ2 inh inactive.
`COc1ccc(NC(=O)CC2(Cc3ccccc3)CCOC(C)(C)C2)cc1` (stereo not given) gave STK33 inh 4.7, OX1R antag 24.8 and KCNQ2 inh inactive.
For COc1ccc(N2CCN(C(CNC(=O)C(=O)NCCc3c[nH]c4ccccc34)c3ccco3)CC2)cc1 (stereo not given) the results were STK33 inh -0.8, OX1R antag 9.5 and KCNQ2 inh inactive.
CCC1Nc2ncnc(N3CCN(c4ccccn4)CC3)c2N(Cc2ccc(Cl)cc2)C1=O (stereo not given) was read as STK33 inh -1.9, OX1R antag 19.2 and KCNQ2 inh inactive.
`Cc1ccc(C)c(NC(=O)c2ccc3c(=O)n4c(nc3c2)CCC4)c1` gave STK33 inh -0.4 and OX1R antag 3.8.

3 consecutive entries from above:
For CC1CN(C(=O)/C=C/c2ccccc2Cl)CC(C)O1 (stereo not given) the results were STK33 inh -0.9, OX1R antag 38.6 and KCNQ2 inh inactive.
Screening Cc1nnc(NC(=O)NC(C)N2C(=O)C3C4C=CC(C4)C3C2=O)s1 (stereo not given) returned STK33 inh -1.0, OX1R antag -9.8 and KCNQ2 inh inactive.
For COc1ccc(C)cc1NC(=O)CNc1ccc(C(C)=O)cc1 the results were STK33 inh -2.1, OX1R antag 16.4 and KCNQ2 inh inactive.

More records.
`CCn1cc([N+](=O)[O-])c(C(=O)N2N=C(c3ccc(O)c(OC)c3)CC2c2ccccc2O)n1` (stereo not given) gave STK33 inh -2.3, OX1R antag 13.8 and KCNQ2 inh inactive.
Cc1cccc(NC(=S)NNC(=O)CCn2nc(C)c([N+](=O)[O-])c2C)c1 was read as STK33 inh 0.0, OX1R antag 16.7 and KCNQ2 inh inactive.
For CC1(c2nnc(-c3ccncc3)o2)CC(c2ccc(F)cc2)=NO1 (stereo not given) the results were STK33 inh -0.3, OX1R antag 14.9 and KCNQ2 inh inactive.
For N#C/C(C(=O)N1CCOCC1)=c1/s/c(=C\c2ccccn2)c(=O)n1-c1ccccc1 the results were STK33 inh -0.1, OX1R antag 19.1 and KCNQ2 inh inactive.
`CC(C)(C)c1ccc(N2C(=O)CC(c3ccccc3)C2=O)cc1` (stereo not given) gave STK33 inh -1.7 and KCNQ2 inh inactive.
O=C(NC1CC2CCCC(C1)N2Cc1cccs1)N1CCOCC1 (stereo not given) was read as STK33 inh 0.0, OX1R antag 1.0 and KCNQ2 inh inactive.
For O=C(CCc1nnc2ccc(NCc3ccco3)nn12)Nc1ccc(F)cc1F the results were STK33 inh -2.7, OX1R antag 6.5 and KCNQ2 inh inactive.
CC(=O)c1cccc(NC(=O)c2ccc3c(c2)CCN3S(=O)(=O)c2ccccc2)c1 was read as STK33 inh 1.4, OX1R antag 5.0 and KCNQ2 inh inactive.
For C/C(=N\NC(=O)c1ccccn1)C12CC3CC(CC(C3)C1)C2 the results were STK33 inh -1.4, OX1R antag 10.7 and KCNQ2 inh inactive.
Screening O=C(Nc1cccc2cccnc12)c1cccc(N2C(=O)CCC2=O)c1 returned STK33 inh 1.4, OX1R antag 92.7* and KCNQ2 inh inactive.
For CN1CCc2nc(SCc3ccc(Cl)cc3)c(C#N)c(-c3cccs3)c2C1 the results were STK33 inh -0.4, OX1R antag 17.3 and KCNQ2 inh inactive.
Screening CCc1nc2ccccc2c(C(=O)NCc2ccc(OC)cc2)c1C returned STK33 inh -0.8, OX1R antag 20.8 and KCNQ2 inh inactive.
CC1CN(S(=O)(=O)c2ccc(C(=O)Nc3ccccc3F)cc2)CC(C)O1 (stereo not given) was read as STK33 inh 0.8 and OX1R antag 3.8.
For CC(C)c1ccc(NC(=O)CCN2C(=O)c3ccc([N+](=O)[O-])cc3C2=O)cc1 the results were STK33 inh -1.4, OX1R antag 16.5 and KCNQ2 inh inactive.
`O=C(O)CSc1ccc(NC(=O)Nc2ccccc2F)cc1` gave STK33 inh 2.7, OX1R antag -3.1 and KCNQ2 inh inactive.

Structures shown so far with a furan ring, fused or not:
Screening CCOc1ccccc1NC(=O)CSc1nnc(-c2ccco2)n1Cc1ccco1 returned STK33 inh -0.3, OX1R antag 14.0 and KCNQ2 inh inactive.
For COc1ccc(N2CCN(C(CNC(=O)C(=O)NCCc3c[nH]c4ccccc34)c3ccco3)CC2)cc1 (stereo not given) the results were STK33 inh -0.8, OX1R antag 9.5 and KCNQ2 inh inactive.
For O=C(CCc1nnc2ccc(NCc3ccco3)nn12)Nc1ccc(F)cc1F the results were STK33 inh -2.7, OX1R antag 6.5 and KCNQ2 inh inactive.

Additional records follow.
Screening COCc1nnc(NC(=O)C2CC(=O)N(C3CCCC3)C2)s1 (stereo not given) returned STK33 inh 0.1, OX1R antag 8.9 and KCNQ2 inh inactive.
For Cc1nc2ccccc2c(=O)n1NS(C)(=O)=O the results were STK33 inh -1.8, OX1R antag 16.2 and KCNQ2 inh inactive.
For CCOC(=O)/C(C#N)=C1/SC(C)C(=O)N1c1ccc(Br)cc1 (stereo not given) the results were STK33 inh -1.6, OX1R antag 7.0 and KCNQ2 inh inactive.
`COc1ccc(-c2nn(Cc3ccccc3)cc2C(=O)N2CCN(c3ccccn3)CC2)cc1OC` gave STK33 inh -0.4 and OX1R antag 12.9.
O=C(COc1ccc(Cl)cc1)Nc1ncccn1 was read as STK33 inh 0.1, OX1R antag 12.8 and KCNQ2 inh inactive.
`CCCOc1ccc(NC(=O)CCC(=O)NC(C)c2ccccc2)cc1` (stereo not given) gave STK33 inh -1.5, OX1R antag -0.3 and KCNQ2 inh inactive.
For O=C(C[n+]1cccc(NC(=O)c2ccccc2)c1)c1cccc([N+](=O)[O-])c1 the results were STK33 inh -0.9, OX1R antag 21.8 and KCNQ2 inh inactive.
For Cc1cc(C(F)(F)F)nn1CCCNC(=O)c1cnccn1 the results were STK33 inh -1.3, OX1R antag 8.9 and KCNQ2 inh inactive.
CCOC(=O)Cc1c(C)nc(-c2ccccc2)[nH]c1=O was read as STK33 inh -1.5, OX1R antag 22.8 and KCNQ2 inh inactive.
C#Cc1ccc([C@@H]2C=C(C(=O)O)O[C@H](OCc3ccc(CO)cc3)C2)cc1 was read as STK33 inh -0.3, OX1R antag 25.7 and KCNQ2 inh inactive.
CCOc1ccc(C(C)=O)cc1COC(=O)CCc1cc(OC)c(OC)c(OC)c1 was read as STK33 inh -0.8, OX1R antag 24.6 and KCNQ2 inh inactive.
`CCCCc1c(C(=O)O)cc(OC)cc1C(=O)O` gave STK33 inh -0.4, OX1R antag 11.5 and KCNQ2 inh inactive.
`COc1ccnc2c1c(=O)n(Cc1ccccc1Cl)c(=O)n2C` gave STK33 inh 0.0, OX1R antag 13.7 and KCNQ2 inh inactive.
For O=C(CN1C(=O)NC2(CCCCC2)C1=O)NCCC1=CCCCC1 the results were STK33 inh -0.5, OX1R antag 11.0 and KCNQ2 inh inactive.
`CCOC(=O)c1sc(N)c(C(=O)OCC)c1COC(=O)C1CC(=O)N(Cc2ccco2)C1` (stereo not given) gave STK33 inh 1.4, OX1R antag 7.1 and KCNQ2 inh inactive.
Screening CCCC1CCc2c(sc(N)c2C(N)=O)C1 (stereo not given) returned STK33 inh 2.9, OX1R antag 6.1 and KCNQ2 inh inactive.
For c1ccc(CC2CCN(C(c3cccs3)c3nnnn3C3CCCC3)CC2)cc1 (stereo not given) the results were STK33 inh -1.9, OX1R antag 9.6 and KCNQ2 inh inactive.
`COc1cc(C(=O)O[C@H]2C/C(C)=C/CC[C@]3(C)O[C@@H]3C(O)C2C(C)C)cc(OC)c1OC` (stereo not given in full) gave STK33 inh -0.4, OX1R antag 11.7 and KCNQ2 inh inactive.
Screening OCC[C@@H]1C[C@H](O)[C@@H](O)[C@@]2(CCCO2)O1 returned STK33 inh 0.3, OX1R antag 12.1 and KCNQ2 inh inactive.
For Cc1ccc(C)c(OCC(=O)Nc2ccccc2C(=O)N2CCOCC2)c1 the results were STK33 inh -3.4, OX1R antag 6.8 and KCNQ2 inh inactive.
CCOC(=O)c1ccc(-c2c(-c3ccc(OC)cc3)oc(=O)c3cc(OC)c(OC)cc23)cc1F was read as STK33 inh -1.3 and OX1R antag 3.1.
`Cc1ccc(NC(=O)CSc2nnc(CNC(=O)c3ccco3)o2)cc1Cl` gave STK33 inh 0.1, OX1R antag 0.8 and KCNQ2 inh inactive.
Screening CC(C)=CCN1CCN(CCCc2ccccc2)CC1CCO (stereo not given) returned STK33 inh -0.8, OX1R antag 15.8 and KCNQ2 inh inactive.
For Cc1cc(C)c2nc(N3CCCC(C(=O)NCCN4CCOCC4)C3)sc2c1 (stereo not given) the results were STK33 inh -1.2, OX1R antag 24.5 and KCNQ2 inh inactive.
`COc1ccc(C(=O)NC2CCSC2=O)cc1` (stereo not given) gave STK33 inh 1.2, OX1R antag 8.6 and KCNQ2 inh inactive.
`Cc1cc[n+](CC(=O)Nc2ccccc2)cc1` gave STK33 inh 2.7, OX1R antag 7.2 and KCNQ2 inh inactive.
`CCCCCCN1C2=NCCN2c2ccccc21` gave STK33 inh -2.4, OX1R antag 5.9 and KCNQ2 inh inactive.
